High-throughput results: PubChem, National Center for Advancing Translational Sciences (NCATS)
TGFb SMAD3 inh: qHTS for Inhibitors of TGF-b; Potency, µM (titrated, usually from 46.1 µM), inactives show at the top dose activity, negative = inhibition, usual class: inhibitors; HepG2 CAGA-GFP TGF-b/SMAD3 reporter, GFP fluorescence, 18 h; TGF-beta stimulated, 500 pg/mL final; 410,000 tested, 1.2% active; AID 588855, 2011; also: potency is read from the fitted curve at half-maximal effect; % is scaled to controls: 0 for no effect and ±100 for the full control effect; nearly all actives have a fitted effect of over 65% in size
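HEPG2 CAGA-GFP, 1000 cells/well; 2 h settle, 37 C; cpd via pin tool; TGF-b 500 pg/mL final; 18 h, 37 C; GFP imaging ex488/em500-530; %Activity normalised to -TGF-b and +DMSO controls; CRC fit, curve class.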
A549 tox: Nrf2 qHTS screen for inhibitors: counterscreen for cytotoxicity; Potency, µM (top dose mostly 46 µM), for the others: at the top dose activity change, negative = cytotoxicity, most hits filed as inhibitors; AID 504648, 2011; A549 ARE-Fluc cells, CellTiter-Fluor viability, 18-24 h; 390,000 tested, 0.16% active; also: potency is read from the fitted curve at half-maximal effect; % is scaled to controls: 0 for no effect and ±100 for the full control effect
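A549 ARE-Fluc cells in 5% FBS OPTI-MEM, 5000 cells/well, rested 2 h then exposed to compounds in concentration-response for 18-24 h at 37 °C. Viability by CellTiter-Fluor fluorescence (Ex 405/Em 525) after 30 min; luciferase luminescence (BugLite, 15 min, RT) read afterwards.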
MmCpn inh: Inhibitors of TCP-1 ring complex (TRiC) of Methanococcus maripaludis (MmCpn): qHTS; 330,000 tested, 0.031% active; Potency, µM (highest dose often 76.9 µM), for inactives: top-dose activity, negative = inhibition, hits mostly inhibitors; Chaperonin Mm-Cpn (Methanococcus maripaludis); purified Mm-Cpn ATPase, ADP Transcreener TR-FRET; also: potency is read from the fitted curve at half-maximal effect; % is scaled to controls: 0 for no effect and ±100 for the full control effect; nearly all actives have a fitted effect of over 80% in size
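ATPase turnover read by TR-FRET ADP competition (Eu cryptate antibody/ADP-d2, 665/590 nm): 10uM ATP final, 25nM Mm-CPN final, 30 min 37degC after 10-min compound preincubation, pH 7.4 Tris/KCl/MgCl2/DTT buffer.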
Nrf2 activator: qHTS of Nrf2 Activators; AREc32 ARE-luciferase reporter (MCF7-derived line), luminescence, 24 h; 410,000 tested, 0.31% active; Potency, µM (titrated, usually from 46.1 µM), inactives show top-dose activation, most hits filed as activators; also: potency is read from the fitted curve at half-maximal effect; % of control where 0% means no effect; nearly all actives have a fitted effect of over 65% in size
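AREc32 cells carrying an ARE-driven firefly luciferase reporter were seeded at 1000 cells/well in OPTI-MEM with 5% FBS, then exposed to compound for 24 hr at 37 deg C. Luminescence was read with Steady-Glo after 30 min at RT.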
HepG2 viability: qHTS for Inhibitors of TGF-b: Cytotox Counterscreen; HepG2 CAGA-GFP viability, ATP luminescence, 18 h; Potency, µM (series often up to 46.1 µM), inactives show at the highest dose activity change, negative = cytotoxicity, usual class: cytotoxic; 410,000 tested, 0.76% active; also: potency is read from the fitted curve at half-maximal effect; some results filed as inactive show a strong effect at the top dose
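CellTiter-Glo luminescence gave cytotoxicity after 18 hours at 37 degrees C. The cells were HepG2 CAGA-GFP in 1% FBS DMEM, stimulated with 500 pg/mL TGF-beta after compound addition. %Activity was normalised to no-cell wells (complete cell-killing) and DMSO (no toxicity), and curves were fitted and classified.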
ATXN viability: Viability Counterscreen for Primary qHTS for Inhibitors of ATXN expression; 400,000 tested, 0.49% active; AID 651635, 2014; Potency, µM (top dose mostly 56.7 µM), most hits filed as cytotoxic; S2 cells (HEK-293 line with an ATXN2-luciferase reporter) viability, CellTiter-Fluor protease fluorescence, 24 h; also: potency is read from the fitted curve at half-maximal effect; nearly all actives have a fitted effect of over 40% in size
Nrf2 inh: Nrf2 qHTS screen for inhibitors | A549 ARE-Fluc reporter, luciferase luminescence, 18-24 h | Potency, µM (highest dose often 46 µM), for inactives: at the highest dose activity change, negative = inhibition, hits mostly inhibitors | 360,000 tested, 2.1% active | AID 504444, 2011; also: potency is read from the fitted curve at half-maximal effect; % is scaled to controls: 0 for no effect and ±100 for the full control effect; nearly all actives have a fitted effect of over 60% in size
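In this cell-based qHTS, ARE-driven firefly luciferase in A549 cells reports Nrf2 activity; the luminescent signal after BugLite lysis is the measured value, with a prior CellTiter-Fluor read for cell health.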
Akt phos inh: HTS Assay for Inhibitors of Akt Phophorylation: Primary Screen; Neuro2A IGF-stimulated pAkt S473 HTRF, 20 min; hits give low values; activity change, % for hits at 50 µM; 360,000 tested, 0.32% active; in the data active = activity change below about -80%; inconclusive = mostly about -51% to -80%; also: % is scaled to controls: 0 for no effect and ±100 for the full control effect
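Single-point screen (50 µM final compound) in Neuro2A cells stimulated 20 min with 6 nM IGF at 37 deg C. After lysis, Ser473-phosphorylated Akt read by HTRF (ex 330 nm, em 615/665 nm) as the 665/615 ratio.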
CCT modulator: High-Throughput Screening for Modulators of Cytosolic Chaperonin Activity; purified chaperonin ATPase assay, HTRF ADP detection, 30 min; activity change, % (concentration not given with the values), hits read low; 360,000 tested, 0.3% active; in the data active = activity change below about -30%; also: % is scaled to controls: 0 for no effect and ±100 for the full control effect
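Enzyme 40 or 20 nM (batch-dependent) in Tris pH 7.4/KCl/MgCl2/DTT; cpd 76 uM single point; ATP 10 uM; 30 min 37 °C; Transcreener ADP HTRF detection, 30 min RT; ratio 665/615.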
* = called active by the depositor; i = inactive; u = inconclusive; x = no result given; & = joins results of further samples; [ ] = remark or other dose. Unless noted, calls follow the shape of the dose curve; as a rule, active = well fitted curve in the direction sought with a large enough effect; inconclusive = small, poorly fitted or top-dose-only effect, or another doubt; inactive = no such curve, though single readings can be large; an effect the other way counts as inactive or inconclusive.

SMILES,TGFb SMAD3 inh,A549 tox,MmCpn inh,Nrf2 activator,HepG2 viability,ATXN viability,Nrf2 inh,Akt phos inh,CCT modulator
COc1ccc(NC(=O)CNC(=O)Cn2ccc3ccccc3c2=O)c(OC)c1,-1%&3%,-1%&2%,1%,-0.7%&-0.1%,8%&1%,i,-2%,i,-2.2
O=C(CCC1CCCC1)NCc1cccs1,-10%,-4%,0%,4.7%,-22%,i,17%,i,1.8
O=C1NC(=O)N(c2ccccc2)C1=O,-2%,-1%,1%,-0.2%,-25%,i,-9%,i,-0.1
COc1ccc(C2CC3(CC(C)(C)NC(=S)N3)Oc3cc(O)cc(C)c32)cc1OC (configuration not stated),0%,4%,0%,1.9%,-5%,i,u,i,-9.1
O=C(NCCc1c[nH]c2ccccc12)C(=O)NCC1OCCN1S(=O)(=O)c1ccccc1 (configuration not stated),-15%,5%,-14%,2.3%,-20%,i,u,i,-3.7
CCCCSc1nc2c(cnn2-c2ccc(C)c(C)c2)c(=O)[nH]1,-5%,-2%,0%,-0.1%,3%,i,-13%,i,-0.9
CN(C)C(=O)N1CCC(C(=O)NC2CCCCCCC2)CC1,-1%,-6%,2%,0.2%,2%,i,8%,i,-8.2
O=C(Nc1ccn(Cc2ccccc2)n1)c1n[nH]c([N+](=O)[O-])c1Cl,-8%,1%,0%,-2.4%,-37%,i,u,i,-0.1
O=C(c1ccc2nc(Cc3ccccc3F)oc2c1)N1CC[C@H](O)C1,-1%,-8%,-1%,7.8%,0%,i,u,i,0.0
COc1ccc(C2C(C(C)=O)=C(O)C(=O)N2CCCn2ccnc2)cc1OC (configuration not stated),5%,-2%,1%,1.7%,1%,i,-12%,i,-3.7
O=C(CCNC(=O)C1CCN(S(=O)(=O)c2ccc(F)cc2)CC1)NCc1ccccc1,-24%,1%,1%,-0.6%,-19%,i,5%,i,-1.7
O=C(O)CSc1nnc(CNc2ccc(Cl)cc2)n1Cc1ccccc1,12%,-1%,-1%,0.0%,0%,i,4%,-113%*,-1.6
CCOc1ccc2oc(C(=O)N(CCOC)c3c(N)n(CC(C)C)c(=O)[nH]c3=O)c(C)c2c1,4%,-2%,-3%,-0.1%,-5%,i,4%,i,0.5
CCC(=O)Nc1ccc(N2CCN(C(=O)c3ccco3)CC2)c(Cl)c1,0%,-15%,1%,2.9%,2%,i,-10%,i,0.1
Cc1cc(N2CCN(C(=O)c3ccco3)CC2)n2ncnc2n1,20%,-8%,4%,-0.4%,7%,i,28%,i,0.1
COc1ccc(-c2c(N)n[nH]c2C)cc1OC,-12%,-5%,1%,-0.1%,10%,i,2%,i,-1.1
CS(=O)(=O)N(CC(=O)N1CCN(Cc2ccc3c(c2)OCO3)CC1)Cc1ccc(Cl)cc1,-10%,-2%,1%,-0.4%,1%,u,u,i,1.4
Cc1cc(C)c(NC(=O)c2c(C)oc3c2C2=NCCN2C=N3)c(C)c1,u,0%,x,0.6%,1%,i,u,x,x
Cc1cc(C)n2nc(SCc3nnc(SCc4ccccc4Cl)s3)nc2n1,-1%,-5%,2%,0.1%,1%,i,12%,i,0.7
Cc1ccccc1OCC(=O)Nc1ccc(S(=O)(=O)Nc2ccccn2)cc1,u,-4%,-3%,-0.4%[9.22 µM],-4%,i,u,i,0.6

SMILES,TGFb SMAD3 inh,A549 tox,MmCpn inh,Nrf2 activator,HepG2 viability,ATXN viability,Nrf2 inh,Akt phos inh,CCT modulator
O=C(/C=C/c1cn(-c2ccccc2)nc1-c1ccc2c(c1)OCCO2)NCCO,0%,-3%,-1%,2.2%,-159%,i,20%,i,0.9
Cc1csc(NC(=O)c2cc3c(s2)CCC3)n1,-8%,5%,-7%,4.0%,0%,i,u,i,0.8
Cc1[nH]c(=O)nc(SCc2cccc(Cl)c2)c1C#N,0%,-2%,-9%,2.3%,9%,i,-21%,i,-3.7
COc1ccc(CC(=O)N/N=C\c2cc(Br)c(O)c(Br)c2)cc1,-18%,-1%,-1%,0.1%,0%,i,4%,i,-1.2
O=C(COC(=O)c1ccc(F)c(S(=O)(=O)N2CCOCC2)c1)NC1CCCCC1,1%,1%,1%,0.2%,5%,i,-9%,i,0.8
COc1cc2nc(C3CCC3)n(NC(=O)COc3ccccc3)c(=O)c2cc1OC,-5%,-8%,u,0.1%,-1%,i,x,x,-2.6
O=C(c1ccco1)N1CCN(C(=O)c2ccc(-c3ccc([N+](=O)[O-])cc3)o2)CC1,2%,3%,u,5.0%,0%,i,-1%,i,-0.3
O=C1C2CCCCC2C(=O)N1c1nccs1 (configuration not stated),-7%,-3%,2%,0.3%,-4%,i,-1%,i,-1.0
Cc1ccc(Nc2cc(=O)n(C3CCCCC3)c(=O)[nH]2)cc1C,3%,u,-2%,1.8%,-21%,i,u,i,1.0
CCNC(=S)N/N=C/c1cccs1,-10%,2%,-2%,-0.2%,-14%,i,-9%,i,1.4
O=c1cnnc(N/N=C/c2c[nH]c3ccccc23)[nH]1,6%,-4%,0%,13µM*,-3%,i,u,i,1.9
CN(CC(=O)Nc1ccc(OC(F)(F)F)cc1)C(=O)/C=C/c1ccco1,-2%,1%,0%,u,-26%,u,8%,i,-0.4
CCN(CC)CCNC(=O)c1c2c(nc3ccccc13)C(=O)N(C1CCCCC1)C2,2%,22%,x,0.5%,-25%,x,u,x,x
Cc1nonc1NC(=O)OC1CCCCC1,-2%,0%,-1%,-0.6%,-2%,i,-21%,i,-4.7
OCCNc1cnc2ccccc2n1,8%,4%,1%,0.1%,2%,i,u,i,1.9
O=C(CC1OC(=O)c2ccccc21)c1ccco1 (configuration not stated),3%,-13%,1%,u,-9%,i,-26%,i,-2.3
O=C(Nc1nnc(C2CCCCC2)s1)c1ccco1,4%,20%,5%,5.2%,8%,i,x,i,1.4
O=c1oc2cc(O)ccc2c2c1CCCC2,0%,-4%,-4%,-0.1%,-3%,i,-13%,i,-1.0
COc1cccc(-c2nc(Cl)nc3cc(Cl)ccc23)c1,x,x,x,14%,x,i,x,i,-0.5
O=S(=O)(NCCc1csc2nc(-c3ccc(Cl)cc3)nn12)c1ccc(Oc2ccccc2)cc1,0%,-23%,x,0.8%,-4%,x,x,x,x

SMILES,TGFb SMAD3 inh,A549 tox,MmCpn inh,Nrf2 activator,HepG2 viability,ATXN viability,Nrf2 inh,Akt phos inh,CCT modulator
COC(=O)C(C)Oc1cc(C)ccc1COc1ccc(-n2nc(C)n(C(F)F)c2=O)cc1 (configuration not stated),-4%,0%,x,-0.8%,-13%,i,-4%,i,-0.3
COc1ccc(OC)c(C2=NOC(C(=O)Nc3c(C)n(C)n(-c4ccccc4)c3=O)C2)c1 (configuration not stated),-19%,10%,1%,0.7%,-13%,i,7%,i,-0.8
COc1ccc(-c2coc3cc(O)ccc3c2=O)cc1,26%,-5%,x,1.0%,-18%,i,u,i,-1.4
COC(=O)c1ccc(NC(=O)C2CCN(C(=O)c3ccc(F)cc3)CC2)cc1,-10%,4%,x,4.0%,-22%,u,15%,x,x
Fc1ccc(-n2ncc3c(Nc4ccc(Oc5ccccc5)cc4)ncnc32)cc1,1%,-13%,x,4.2%,-4%,i,x,x,x
COc1ccc(-n2c(CNC(=O)c3cc(OC)c(OC)c(OC)c3)n[nH]c2=S)cc1,-4%,-4%,0%,0.2%,1%,i,x,x,-1.4
Cc1ccc2cccc(NC(=O)c3ccc(OC(C)C)cc3)c2n1,-24%,u,x,15%,-12%,i,26%,x,x
CCCCn1c(N)c(N(CCOC)C(=O)c2cc3ccccc3cc2OC)c(=O)[nH]c1=O,14%,2%,0%,0.1%,1%,i,-6%,i,-0.9
O=C(Cc1ccc(NC(=O)N2CCSc3ncccc32)cc1)NCc1cccc(Cl)c1,-7%,2%,x,3.2%,-28%,x,-23%,x,x
CCOC(=O)N1CCc2c(sc3[nH]c(=S)[nH]c(=S)c23)C1,-2%,1%,-22%,0.3%,-19%,i,1%,i,-0.3
O=C(CCCN1C(=O)NC2(CCCC2)C1=O)N1CCN(S(=O)(=O)c2ccccc2)CC1,18%,5%,1%,-1.2%,3%,i,1%,i,-1.5
COc1ccc(CCNC(=O)CCn2c(=O)c3ccccc3n(CC(=O)Nc3cccc(C)c3)c2=O)cc1OC,-2%,-12%,x,-0.6%,-8%,i,11%,x,x
CCn1c(Cc2ccccc2)nnc1SCC(=O)Nc1ccccc1,-6%,23%,-3%,-0.1%,-20%,i,u,i,-2.5
CCc1cccc(NC(=O)CSc2nncn3c2cc2sccc23)c1,u,-1%,x,7.3%,-58%,x,u,x,x
Cc1ccccc1OCc1nnc2n1CC(C)S2 (configuration not stated),21%,-6%,-3%,0.0%,-7%,i,-4%,i,-2.6
CCOC(=O)COc1c(OC)cc(Cl)cc1C1Nc2ccccc2C(=O)N1c1ccc(F)cc1 (configuration not stated),-20%,4%,-6%,0.5%,1%,u,-26%,i,-3.1
COc1ccc(/C=N/O)cc1COc1ccc(NC(C)=O)cc1,21%,-4%,2%,0.3%,0%,i,u,i,-0.9
Cc1[nH]c2ccccc2c1SCC(=O)N1CCC(C)CC1,14%,-1%,-2%,-0.2%,0%,i,u,i,-0.8
C/C(CCc1ccco1)=N\NC(=O)CNc1c(Br)cc(Br)cc1Br,23%,-7%,-6%,4.3%,15%,i,-2%,i,1.4
